# TWEAK-Fn14 inh: blocks TWEAK-Fn14 interaction in a reporter cell assay. TWEAK-stimulated Fn14 reporter cells, luciferase luminescence, 8 h. inhibition, % at 10 µM. 2% of 360,000 active; in the data active = inhibition above about 50%
# NCOA1 inh: inhibits human SRC1 coactivator | HEK293 GAL4-SRC1 luciferase reporter, luminescence | 0.12% of 360,000 active | AID 588354 | Q15788 | inhibition, % at 3.6 µM;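 active = inhibition above the campaign mean plus 3 SD, with each screening campaign given its own cutoff, cut at about 60% in these data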;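 also: 0% = DMSO treated cells and 100% = gossypol at 36 µM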
# LMP1 NFkB inh: reduces LMP1-driven NF-kappaB luciferase signal; AID 504558; LMP1-induced NF-kappaB luciferase reporter cells, luminescence; inhibition, % at 12.5 µM; 0.69% of 350,000 active; in the data active = inhibition above about 41%;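 also: 0% = neutral control wells and 100% = reference inhibitor control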
# TLR9-MyD88 inh: inhibitors of human TLR9-MyD88 binding | Q9NR96+Q99836 | CHO BLA complementation TLR9-MyD88, CCF4 FRET ratio | inhibition, % at 4.98 µM | 0.21% of 340,000 active;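 active = inhibition above the mean over all tested compounds plus 3 SD, cut at about 21% in these data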;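 also: 0% = DMSO only wells and 100% = clavulanate BLA inhibitor control wells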
# Target sequence (Q99836 whole entry, looked up): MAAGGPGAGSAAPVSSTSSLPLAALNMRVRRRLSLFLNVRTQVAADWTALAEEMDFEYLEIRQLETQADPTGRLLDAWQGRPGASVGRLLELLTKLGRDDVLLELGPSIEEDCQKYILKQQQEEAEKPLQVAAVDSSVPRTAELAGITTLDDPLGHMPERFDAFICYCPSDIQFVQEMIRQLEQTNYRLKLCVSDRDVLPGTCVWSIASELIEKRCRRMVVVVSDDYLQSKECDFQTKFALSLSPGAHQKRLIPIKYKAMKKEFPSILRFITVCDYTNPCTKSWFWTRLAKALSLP
# Target sequence (Q9NR96 whole entry, looked up): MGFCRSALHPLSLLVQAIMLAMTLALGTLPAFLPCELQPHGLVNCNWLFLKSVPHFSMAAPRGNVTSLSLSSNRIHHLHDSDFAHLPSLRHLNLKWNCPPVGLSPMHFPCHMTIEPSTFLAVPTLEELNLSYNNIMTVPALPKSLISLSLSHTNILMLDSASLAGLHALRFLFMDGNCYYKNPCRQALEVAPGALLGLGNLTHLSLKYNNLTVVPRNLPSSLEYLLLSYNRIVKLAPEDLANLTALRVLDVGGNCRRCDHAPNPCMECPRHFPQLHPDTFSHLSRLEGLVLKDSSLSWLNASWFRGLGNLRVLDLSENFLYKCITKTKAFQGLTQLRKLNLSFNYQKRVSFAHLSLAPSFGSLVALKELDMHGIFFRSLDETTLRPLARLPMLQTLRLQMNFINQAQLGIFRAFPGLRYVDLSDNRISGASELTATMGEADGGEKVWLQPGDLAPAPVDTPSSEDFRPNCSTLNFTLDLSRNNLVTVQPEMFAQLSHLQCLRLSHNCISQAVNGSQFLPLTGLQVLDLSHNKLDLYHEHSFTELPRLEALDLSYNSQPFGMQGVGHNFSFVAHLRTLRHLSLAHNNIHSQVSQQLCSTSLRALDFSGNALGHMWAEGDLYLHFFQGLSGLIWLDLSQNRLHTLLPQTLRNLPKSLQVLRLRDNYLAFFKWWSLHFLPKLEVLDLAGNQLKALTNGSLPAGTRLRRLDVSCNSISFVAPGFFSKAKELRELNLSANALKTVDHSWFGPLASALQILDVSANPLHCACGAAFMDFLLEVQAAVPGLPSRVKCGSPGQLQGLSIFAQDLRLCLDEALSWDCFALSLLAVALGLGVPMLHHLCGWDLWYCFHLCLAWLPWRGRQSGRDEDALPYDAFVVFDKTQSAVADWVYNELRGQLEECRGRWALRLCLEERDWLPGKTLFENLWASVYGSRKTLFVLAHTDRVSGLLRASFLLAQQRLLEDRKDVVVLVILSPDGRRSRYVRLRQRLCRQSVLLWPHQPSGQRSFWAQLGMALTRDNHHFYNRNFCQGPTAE
# LRH-1 inv ag: NR5A2 inverse agonism in reporter assay; O00482; HEK293T StAR-luciferase reporter, LRH-1 transfected, 24 h; inhibition, % at 3.6 µM; 0.13% of 360,000 active;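 active = inhibition above the mean inhibition of all tested compounds plus 3 SD, cut at about 73% in these data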;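 also: 0% = DMSO wells and 100% = reporter-only cells lacking LRH-1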
# NOD2 RIPK2 PPI: NOD2-RIPK2 protein interaction inhibition; CHO BLA complementation NOD2-RIPK2, CCF4 ratio; inhibition, % at 4.98 µM; 0.38% of 360,000 active; AID 624267; in the data active = inhibition above about 21%;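 also: 0% = vehicle only and 100% = reference blocker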
# SRC2 inh: human SRC2 (NCOA2) inhibition. Q15596. HEK293 GAL4-SRC2 luciferase reporter, luminescence. inhibition, % at 9 µM. 0.17% of 370,000 active;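 active = inhibition above the mean inhibition of all tested compounds plus 3 SD, set per campaign, cut at about 52% in these data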;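 also: 0% = DMSO treated cells and 100% = cells given Gossypol at 36 µM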
# TROY signal inh: inhibitors of TROY-dependent NF-kB signaling | inhibition, % at 10 µM | 0.98% of 360,000 active | AID 1347056 | Q293 LMP1-TROYcd NF-kB luciferase reporter, 4 h;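 active = compounds whose plate-normalised and pattern-corrected inhibition of the luciferase reporter signal at the single screening dose is 50% or more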
# NCOA3 inh: inhibits human SRC3 coactivator | Q9Y6Q9 | HEK293 GAL4-SRC3 luciferase reporter, luminescence | inhibition, % at 3.6 µM | 0.17% of 360,000 active | AID 588352;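 active = inhibition above a per-campaign cutoff, the mean of all compounds plus 3 SD, cut at about 60% in these data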;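 also: 0% = DMSO-treated cells and 100% = gossypol-treated cells at 36 µM; higher means less SRC3-driven luciferase light from the GAL4 reporter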
# COUP-TFII inh: NR2F2 (human) inhibition, primary screen. 0.7% of 370,000 active. AID 686940. HEK293T NGFI-A luciferase reporter, luminescence. inhibition, % at 8.6 µM;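 active = inhibition above a per-plate cutoff, mean inhibition of test wells between control levels plus 3 SD, cut at about 38% in these data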;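 also: cells cotransfected with COUP-TFII expression vector driving the NGFI-A reporter; 0% = median of COUP-TF2 test wells and 100% = reporter-only cells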
# TRAIL sens C8: sensitizes caspase-8 expressing cells to TRAIL; NB7+C8 cells + TRAIL, ATPlite viability luminescence; inhibition (viability loss, TRAIL sensitization), % at 10 µM; 1% of 360,000 active;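 active = compounds causing at least 50% loss of cell viability in the single-dose screen, relative to plate controls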
# Active calls of the source: *; / = not tested or not shown. This is a subset; the hit share may differ from the screen's.
SMILES,TWEAK-Fn14 inh,NCOA1 inh,LMP1 NFkB inh,TLR9-MyD88 inh,LRH-1 inv ag,NOD2 RIPK2 PPI,SRC2 inh,TROY signal inh,NCOA3 inh,COUP-TFII inh,TRAIL sens C8
CN(C)c1ccc(C=C2SC(=S)N(Cc3ccco3)C2=O)cc1,-26,-14,-8,7,21,17,-12,-29,-11,40*,2
CCc1cc(=O)oc2cc(C)cc(OCC(=O)NCCCN3CCOCC3)c12,1,9,0,-15,6,5,21,-8,10,-3,-3
CSc1nsc2nc(=O)c(/C=C3\C(C)=Nc4ccccc43)c(N)n12,-44,-9,-1,4,-8,6,-44,-10,17,-21,12
C/C(=N\Nc1cc(C(F)(F)F)ccc1Cl)c1ccccc1O,3,-1,-5,5,2,9,-4,5,15,1,21
CC(=O)C1=C(C)NC(C)=C(C(C)=O)C1c1ccccc1,2,6,13,-6,-5,-4,2,-7,2,-17,-8
Cc1ccnc(SCC(=O)N2CCC(C(N)=O)CC2)n1,-1,-5,-1,-5,1,6,9,-11,0,-23,-13
CCCNS(=O)(=O)c1ccc(CCC(=O)Nc2cc(Cl)ccc2Oc2ccccc2)cc1,66*,-19,6,-3,5,3,16,25,29,5,6
CCc1nc2ccc(C(=O)N(CC)CCN(C)C)cn2c1N(C)CCCc1ccccc1,-22,2,/,/,5,2,15,6,4,21,7
O=C(COC(=O)c1ccccc1C(=O)c1ccccc1)Nc1ccc(SC(F)F)cc1,28,-31,-5,4,0,0,2,18,-13,11,4
Cc1ccc(N2CCN(C(=O)c3ccccc3NC(=O)C3CC=CCC3C(=O)O)CC2)cc1 (stereo unspecified),-22,-19,-7,-1,-19,-12,8,-20,-12,0,-1
Cc1cc(Cl)ccc1OCc1cn2cccnc2n1,-15,-90,-9,2,-137,9,-55,-24,-111,-33,28
CC(C)N(Cc1nc(-c2ccccc2)no1)C(=O)CN(C)S(=O)(=O)c1ccccc1,-2,0,-2,-7,6,9,20,-38,10,-2,-5
CC(C)CN(CC(C)C)S(=O)(=O)N1CCC(C(=O)N2CCc3ccccc3C2)CC1,-9,3,9,-3,-4,-4,0,-5,-10,14,-16
Cc1ccc(NC(=O)c2cc(-c3cccs3)on2)cc1C,-8,-19,-12,3,-66,0,-82,-39,-24,-43,-4
O=c1[nH]nc(SCc2ccccc2Cl)n1-c1ccc2c(c1)OCCO2,-12,-4,-20,/,-5,-7,0,-12,-4,8,-18
COc1ccc(NC(=O)CN(C)C(=O)c2ccc(NS(=O)(=O)c3ccc4[nH]c(=O)[nH]c4c3)cc2)cc1,5,-23,-2,2,-6,-6,20,1,-30,10,-2
O=C(NCc1ccc2c(c1)OCO2)c1cccnc1Cl,26,-1,11,7,2,-4,-13,6,8,-2,-6
O=C(Nc1ccccc1)c1n[nH]c(Cn2cncn2)n1,-1,5,1,-2,8,10,-1,6,4,4,-14
O=C(O)c1ccc2nc(-c3ccco3)c(-c3ccco3)nc2c1,12,-6,-36,6,2,-4,16,11,-16,11,-7
S=C(NCCc1ccccc1)N1CCN(Cc2ccccc2)CC1,6,-16,-11,1,-13,-1,-6,-63,-25,-6,-7
Cc1ccccc1NC(=S)N(Cc1cccs1)C1CCCC1,-19,1,4,14,13,1,-44,-33,12,-8,5
CCC(=O)Nc1nnc(CSCc2ccc(F)cc2)s1,16,5,-4,-4,5,6,-29,15,-3,-9,-11
O=C(NCC(=O)N(Cc1cccs1)C(C(=O)NC1CCCC1)c1cccnc1)c1ccco1 (stereo unspecified),0,-7,-2,8,-12,4,11,14,-15,-17,15
O=C(O)c1ccc(N2Cc3ccccc3C2)cc1O,-18,0,7,10,-8,4,/,-49,3,/,-11
O=C1CN(C(=O)COc2ncnc3ccccc23)c2ccccc2N1,-2,-9,4,-9,-15,-3,-11,-5,4,-2,6
Clc1ccc(COn2c(-c3ccc(Cl)cc3Cl)nc3ncccc32)cc1,12,13,2,-4,21,15,18,25,22,24,8
CC(C)NCC(O)COC1CCC(C(C)(C)C)CC1 (stereo unspecified),-9,19,-2,-13,12,-6,-10,12,27,5,11
COc1ccc(S(=O)(=O)N2CCN(C(=O)C3CCCO3)CC2)cc1 (stereo unspecified),8,10,-11,-3,-2,-10,-2,3,0,6,-9
COc1ccc(NC(=O)c2cccc(S(=O)(=O)Nc3ccc(Br)cc3)c2)cn1,64*,20,6,-21,32,-6,-4,45,-1,36,18
CCOC(=O)Cc1csc(NC(=O)c2cc(=O)c3ccccc3o2)n1,-12,-7,-4,-1,-7,-12,13,-33,-10,7,3
c1ccc(-c2cc3c(N4CCCC4)ncnc3s2)cc1,0,5,-4,8,5,-18,-26,-11,9,0,-10
Cc1occc1-c1nnc(SCC(=O)N2CCc3ccccc32)o1,-26,2,0,-5,20,-2,-1,-20,9,-11,43
CC(C)COc1ccc(C(=O)Nc2ccc(NC(=O)c3ccco3)cc2)cc1,1,-9,-3,-1,-7,1,/,-42,1,/,-1
CCN(CC(=O)Nc1ccc(C(=O)Nc2ccc(OC)cc2)cc1)Cc1nc2ccccc2c(=O)[nH]1,0,-11,-9,-7,-12,-6,6,-26,0,0,8
CCCOc1cccc(-c2cc(-c3n[nH]c(=S)n3CC)c3ccccc3n2)c1,-18,2,5,4,9,-8,24,-21,25,5,-1
Cn1c(=O)[nH]c(=O)c2c1nc(Br)n2CCSc1nc2ccccc2o1,2,-3,5,-1,-14,0,-25,15,10,10,7
Nc1nc(-c2ccccn2)nc(N)c1Cc1ccc(Cl)cc1Cl,6,-19,12,4,-29,8,11,-30,-8,12,25
CN(c1ccccc1C(=O)N1CCCC1)S(C)(=O)=O,-2,-17,4,-5,-12,-4,-32,-12,-14,-3,0
Cc1cc(-c2nnc(SCC(=O)Nc3ccc(F)cc3F)n2N)n[nH]1,-17,-14,-1,0,-2,1,-19,-1,-3,-1,5
COc1cccc(C(=O)NNC(=O)Cc2cccs2)c1,-7,0,-1,-1,7,-2,2,-4,12,11,-15
Cc1ccc(CN(C)C(=O)C2CCC(=O)N(CCc3ccccc3)C2)o1 (stereo unspecified),-14,-7,-9,-8,-13,1,-7,-32,-26,-14,4
COc1ccc(CCNC(=O)CSc2nnnn2-c2ccccc2)cc1,26,12,7,-1,6,0,9,2,7,17,-4
Cc1c(NC(=S)NC(=O)c2ccccc2Br)c(=O)n(-c2ccccc2)n1C,17,-28,-3,-2,41,-4,-38,-21,-10,-14,-13
O=C(NCc1ccccc1)c1ccccc1Br,-1,7,-6,-9,3,-9,13,7,7,-8,-4
CCC(C)(C(=O)NC1CCCC1)N(C(=O)c1ccccn1)c1ccc(C)cc1 (stereo unspecified),-22,5,0,-9,4,-13,11,-16,12,12,3
COc1ccc(C)cc1NC(=O)C(OC(=O)Cn1cnc2c1c(=O)n(C)c(=O)n2C)c1ccccc1 (stereo unspecified),-24,-1,-4,9,-13,-2,-10,6,2,9,-9
Cc1noc(NS(=O)(=O)c2ccc(N/C=C/C(=O)c3ccncc3)cc2)c1C,5,-6,2,1,2,5,-40,-4,16,-1,-3
Cc1cc2ccccc2c(=O)n1CC(=O)NCC(=O)N1CCN(c2ccccc2)CC1,12,0,-2,2,5,0,6,12,2,16,2
O=S1(=O)CC(N2CCC(Cc3ccccc3)CC2)CN1Cc1ccc(F)cc1 (stereo unspecified),8,-17,/,/,4,-7,21,18,-11,19,11
COCCNc1nc2nonc2nc1N1CCC(N(C)C)C1 (stereo unspecified),5,-16,3,1,9,-5,13,-7,5,-17,23
CCOC(=O)c1ccccc1-c1csc(N)n1,-27,2,-13,5,5,8,10,11,17,-14,0
C=CC[C@@H](Cc1ccc(F)cc1)C(=O)OC[C@H]1CCCN1C(=O)[C@@H](CC=C)CC(=O)N[C@H](CO)Cc1ccccc1,17,-8,-5,3,3,5,12,-6,12,11,-6
O=S(=O)(c1ccc(F)cc1)N1CCC2(CC1)OCCN2S(=O)(=O)c1cccs1,-6,-11,5,-8,18,-10,3,5,8,10,-10
CC(C)C[C@H](NC(=O)c1nc[nH]c1C(=O)N(C)Cc1ccccc1)C(=O)OCc1ccccc1,-12,-8,-4,1,-25,10,-2,-6,-5,17,5
COc1cccc(/C=C/C(=O)NCC2CCCCC2)c1,-40,-17,-2,-8,-13,-6,0,-57,-19,3,-6
Cc1ccc2c(cnn2C(=O)CCC(=O)NC2CCCC2)c1,-5,1,-12,1,11,-3,-14,-42,-3,-1,-26
CCCCn1c(N)c(N(CC(C)C)C(=O)C2CC(=O)N(Cc3ccco3)C2)c(=O)[nH]c1=O (stereo unspecified),-1,6,1,-4,5,-19,-25,-9,1,10,9
COc1ccc(S(=O)(=O)N2CCCC2CNC(=O)C(=O)NCc2cccs2)cc1 (stereo unspecified),4,0,-2,1,0,-1,-33,12,10,3,-10
COc1ccccc1C(=O)NNC(=O)c1ccccc1F,29,-87,-7,-7,-91,-11,-41,-21,-66,-51,20
COc1ccc(/C=N/N=C2/C(=O)Nc3ccccc32)cc1O,13,3,-5,-6,10,-2,-46,-1,-8,-4,-9
# Going on with the list:
SMILES,TWEAK-Fn14 inh,NCOA1 inh,LMP1 NFkB inh,TLR9-MyD88 inh,LRH-1 inv ag,NOD2 RIPK2 PPI,SRC2 inh,TROY signal inh,NCOA3 inh,COUP-TFII inh,TRAIL sens C8
C=CCN(C#N)c1nc(OC)nc(N2CCCC2)n1,6,-6,4,-2,8,-12,-20,-2,-1,-11,-5
Cc1nn(CC(=O)Nc2ccc(Cl)cc2)c(=O)c2cc(-c3ccccc3)nn12,-16,4,4,-3,7,-22,-4,0,25,1,-1
COC(=O)C1C(c2ccc(N(C)C)cc2)C(C(=O)OC)S(=O)(=O)CS1(=O)=O (stereo unspecified),-2,1,4,7,8,-6,-8,1,12,11,-3
Cn1c(=O)c2c(nc(NCCc3ccccc3)n2CC(=O)NCCc2ccccc2)n(C)c1=O,3,0,-1,4,4,-6,-2,19,-12,3,-10
CCOC(=O)c1c(C)c(C(=O)O)n(C)c1C,17,5,4,9,-16,-4,6,-21,15,3,-18
Cc1ccc(CNC(=O)c2cc3ccccc3oc2=O)cc1,11,11,6,-2,0,2,0,-61,19,-9,-5
CCOC(=O)[C@]12CCC=C1N(CCC1=CCCCC1)C(=O)[C@H](CC(=O)N1CCSCC1)C2,-4,/,/,/,-3,-10,-26,-8,/,-5,5
Cc1ccc(C)c(Cn2nc(-c3ccccc3)ccc2=O)c1,-18,6,6,6,4,-1,17,56*,5,12,7
COc1ccc(OCC(O)CN2CCCCCC2)cc1 (stereo unspecified),7,-27,0,1,0,-6,-15,13,-3,16,11
COc1ccc(CC(=O)Nc2c3c(nn2C(C)(C)C)CS(=O)C3)cc1 (stereo unspecified),-5,-3,7,9,18,-5,-9,-8,7,-15,-4

# Part of the list above, bar-delimited.
mol | TWEAK-Fn14 inh | NCOA1 inh | LMP1 NFkB inh | TLR9-MyD88 inh | LRH-1 inv ag | NOD2 RIPK2 PPI | SRC2 inh | TROY signal inh | NCOA3 inh | COUP-TFII inh | TRAIL sens C8
CCOC(=O)[C@]12CCC=C1N(CCC1=CCCCC1)C(=O)[C@H](CC(=O)N1CCSCC1)C2 | -4 | / | / | / | -3 | -10 | -26 | -8 | / | -5 | 5
CCOC(=O)c1c(C)c(C(=O)O)n(C)c1C | 17 | 5 | 4 | 9 | -16 | -4 | 6 | -21 | 15 | 3 | -18

# Bioassay records (PubChem BioAssay)
